# Source: PubChem BioAssay
# ARFGAP1 inh = inhibitors of rat ARFGAP1. inhibition, % at 16.5 µM. 360,000 tested, 0.26% active. AID 651572. Arfgap1-stimulated ARF1 GTP hydrolysis, GDP FP detection;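 active = inhibition above a per-plate limit, mean inhibition of low control wells plus 3 SD, cut at about 25% in these data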;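 also: 0% = DMSO wells with enzyme and 100% = wells lacking Arfgap1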
# Target sequence (Q62848 1-136 limits assumed): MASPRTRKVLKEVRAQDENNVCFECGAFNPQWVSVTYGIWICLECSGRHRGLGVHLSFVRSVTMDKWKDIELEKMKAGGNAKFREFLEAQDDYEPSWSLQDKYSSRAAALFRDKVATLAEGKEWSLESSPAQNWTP
#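 Material: truncated rat Arfgap1 GAP domain; Incubation: compound-enzyme preincubation 20 min, reaction 120 min, detection 60 min, 25 °C; Read-out: percent inhibition of Arfgap1-stimulated GTP hydrolysis; Technique: FP, GDP Alexa 633 tracer displaced from anti-GDP antibody, 620/688 nm; Controls: No-Arfgap1 wells (100%) versus DMSO full-reaction wells (0%); Replication: single well per compound.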
# NR1D1 modulator = Rev-erb alpha (human) modulation. P20393. Rev-erbα–FITC-DNA binding, fluorescence polarization, 90 min. activity, % at 10 µM. 370,000 tested, 0.79% active;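 active = activity above about 14%, limit read from the data; passing the limit was not always enough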;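 also: 0% = DMSO wells with 35 nM protein and 100% = DMSO wells with 750 nM protein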
# sPLA2-III inh = Inhibits HGIII-sPLA2 liposome hydrolysis, primary screen; Q9NZ20; QFRET BODIPY PC-A2 liposome hydrolysis, fluorescence; inhibition, % at 12.2 µM; 370,000 tested, 0.56% active; AID 743126;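 active = inhibition above mean plus 3 SD of compounds lying within the high and low control bounds, cut at about 19% in these data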;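 also: 0% = median of test compound wells and 100% = no enzyme DMSO wells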
# KLK7 zymogen act = activates the human kallikrein-7 zymogen; purified proKLK7, EDANS-DABCYL substrate fluorescence; 100% is mature enzyme control, 0% vehicle; activation, % at 7 µM; 370,000 tested, 0.9% active; AID 652039;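 active = activation above the mean of all tested compounds plus 3 SD, computed per campaign excluding outliers beyond control limits, cut at about 13% in these data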
# PLC-beta3 inh = PLC-beta3 (human) inhibition, primary screen; Q01970; Purified PLC-beta3, fluorogenic substrate, fluorescence; inhibition, % at 12.2 µM; 370,000 tested, 0.18% active; AID 720704; in the data active = inhibition above about 11%;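 also: 0% = median of compound wells on plate and 100% = full blocker control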
# Tn7 DDE FP = DD(E)-Tn7 binding inhibition, primary FP screen; P02675; inhibition, % at 8.3 µM; FP displacement of FITC-Tn7 peptide from fibrin DD(E); 0% = median of compound wells per plate; 370,000 tested, 0.13% active;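 active = inhibition above the mean of compounds falling within the control limits plus 3 SD of them, cut at about 14% in these data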;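 also: 0% = plate median of compound wells and 100% = 10 µM Aha-Tn7 peptide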
#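 Assay system: human fibrin DD(E). Input: DD(E) 2 µM final. Medium: Tris buffer with calcium and detergent, pH 7.8. Compound dosing: single point at 8.3 µM. Timing: 10 min plus 3 h, room temperature. Technique: fluorescence polarization of the labelled Tn7 tracer. Read-out: percent inhibition. Replicates: singlicate testing.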
# Tn6 DDE FP = disrupts Tn6 cyclic peptide binding to fibrin D-Dimer-E complex; P02675; Fibrin DD(E) TRITC-Tn6 fluorescence polarization displacement; inhibition, % at 8.3 µM; 370,000 tested, 0.21% active; AID 720509;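 active = inhibition above a per-campaign cutoff: mean of compounds within control limits plus 3 SD, cut at about 15% in these data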;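 also: 0% = median of all compound wells on the plate and 100% = blocking peptide control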
# PLC-gamma1 inh = PLC-gamma1 (human) inhibition, primary screen; P19174; purified PLC-gamma1, fluorogenic substrate, fluorescence; inhibition, % at 12.2 µM; 370,000 tested, 0.84% active; AID 720700; in the data active = inhibition above about 9.5%
# UHRF1 binding = blocks human UHRF1 binding to methylated DNA. Q96T88. UHRF1 binding to methylated oligo, TR-FRET. inhibition, % at 4.4 µM. 370,000 tested, 0.75% active; in the data active = inhibition above about 21%;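 also: UHRF1 SRA domain binding a hemimethylated CpG hairpin DNA probe; 0% = median of test compound wells and 100% = reference inhibitor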
# Target sequence (Q96T88 whole entry, looked up, the tested form may be a part): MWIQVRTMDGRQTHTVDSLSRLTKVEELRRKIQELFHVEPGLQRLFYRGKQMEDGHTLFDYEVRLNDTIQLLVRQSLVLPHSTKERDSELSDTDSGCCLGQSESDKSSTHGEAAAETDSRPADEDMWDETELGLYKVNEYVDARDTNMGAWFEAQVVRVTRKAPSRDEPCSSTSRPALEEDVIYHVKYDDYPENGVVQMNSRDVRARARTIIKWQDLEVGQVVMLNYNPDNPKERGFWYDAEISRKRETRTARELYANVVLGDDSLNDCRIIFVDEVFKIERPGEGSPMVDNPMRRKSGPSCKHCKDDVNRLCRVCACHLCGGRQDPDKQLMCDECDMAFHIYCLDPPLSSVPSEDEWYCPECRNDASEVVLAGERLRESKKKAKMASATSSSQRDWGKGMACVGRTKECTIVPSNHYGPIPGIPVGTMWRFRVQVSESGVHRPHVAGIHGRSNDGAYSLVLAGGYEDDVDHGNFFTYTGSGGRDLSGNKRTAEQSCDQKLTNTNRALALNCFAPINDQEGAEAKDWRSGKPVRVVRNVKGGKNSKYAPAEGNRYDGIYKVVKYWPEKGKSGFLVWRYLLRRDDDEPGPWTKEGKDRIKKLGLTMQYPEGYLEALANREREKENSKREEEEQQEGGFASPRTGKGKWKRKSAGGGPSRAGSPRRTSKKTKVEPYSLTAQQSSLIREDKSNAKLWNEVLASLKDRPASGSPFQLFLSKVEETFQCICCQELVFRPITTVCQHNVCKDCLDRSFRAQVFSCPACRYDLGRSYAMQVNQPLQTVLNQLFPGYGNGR
# ASAP1 inh = ASAP1 ArfGAP inhibition; 360,000 tested, 0.19% active; Q9ULH1; ASAP1-stimulated ARF1 GTP hydrolysis, GDP FP detection; inhibition, % at 16.5 µM; in the data active = inhibition above about 25%;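 also: 0% = vehicle with enzyme and substrate and 100% = no enzyme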
# Starred values were filed as active, the others as inactive.
SMILES,ARFGAP1 inh,NR1D1 modulator,sPLA2-III inh,KLK7 zymogen act,PLC-beta3 inh,Tn7 DDE FP,Tn6 DDE FP,PLC-gamma1 inh,UHRF1 binding,ASAP1 inh
Cc1cccc(NC(=S)N2CCN(C(=O)c3ccco3)CC2)c1,15.1,-1.0,10.3,-0.4,-8.8,2.4,-6.5,-0.3,0.4,0.2
CC(=O)Nc1ccc(CNC(=O)C[N+]2(C)CCOCC2)cc1,-3.3,-0.7,0.5,1.0,1.1,4.1,10.5,-1.0,0.5,-0.3
CCC1CN(C(=O)N2CCC(C(=O)NCc3ccccc3C)CC2)c2ccccc2O1 (configuration not stated),3.9,-0.8,-5.2,0.8,-6.8,-0.3,0.1,3.0,2.7,-10.8
CC(C)(C)C1c2[nH]c3ccccc3c2CCN1CCCn1cccn1 (configuration not stated),-4.3,-0.9,-13.5,3.8,-34.0,2.8,0.6,-30.1,-0.3,-0.7
CC1(C)CC(=O)C=C(c2ccc(Oc3ccccc3)cc2)C1,9.1,5.1,-4.2,0.4,1.5,-0.3,-6.6,10.4*,-3.3,-3.6
O=C(NC1CCSc2ccccc21)c1cc([N+](=O)[O-])ccc1N1CCOCC1 (configuration not stated),-0.2,-2.5,9.2,-0.8,-7.8,4.8,-5.4,1.3,1.7,6.0
O=C(CN1c2ccccc2Sc2ccccc21)N/N=C/c1ccc(Cl)cc1Cl,10.2,-3.8,0.3,0.3,-7.5,0.4,4.3,-0.4,0.6,10.4
COc1cc(NC(=O)COc2ccccc2Cl)ccc1NC(=O)c1cccs1,20.9,-14.9,-11.1,63.3*,-181.7,5.2,-7.7,-100.0,-0.4,12.1
Cc1ccc(SCc2cn3cccnc3n2)cc1,-4.1,8.8,-0.7,0.1,-2.8,2.9,8.0,-10.2,-0.5,1.6
CCc1nc2ccc(C(=O)N3CCN(c4cccc(C(F)(F)F)c4)CC3)cc2nc1CC,6.0,0.0,-5.5,0.6,-8.1,0.1,-9.2,0.1,-0.3,-7.9
CN(/C(=N/S(=O)(=O)c1cccs1)c1ccccc1)c1ccc(O)cc1,-0.1,5.2,-8.8,-0.2,-3.1,-3.3,-6.2,1.5,-1.6,-1.5
Cc1cc(C(=O)COc2ccc(Br)cc2F)c(C)n1CC1CCCO1 (configuration not stated),-5.7,-1.9,7.1,0.5,0.5,1.8,3.9,0.4,1.9,2.3
Cn1c(NCC(O)c2ccccc2)nc2c1c(=O)n(Cc1ccc(Cl)c(Cl)c1)c(=O)n2C (configuration not stated),8.6,1.9,-1.5,0.1,3.0,-6.5,-4.5,1.4,5.8,9.9
COc1ccc(NC(=O)C(c2cc3c(cc2[N+](=O)[O-])OCO3)N(C)C)cc1 (configuration not stated),12.1,1.1,-2.2,0.3,-6.9,-8.6,15.2*,-3.7,-3.7,5.8
CNC(=O)/C(C#N)=C/c1c(N2CCCCCC2)nc2ccccn2c1=O,-6.8,-2.0,-2.4,1.5,-34.1,-1.4,10.5,-25.5,-0.8,-1.1
O=C(NC(=S)Nc1ccccc1C(=O)O)c1ccc2ccccc2c1,-4.5,2.2,6.6,1.0,-25.3,-2.3,2.0,-11.2,-1.4,-6.6
O=C(NC(=S)Nc1ccc(S(=O)(=O)N2CCCCCC2)cc1)c1cccs1,0.5,12.5,3.2,0.3,3.0,7.0,2.6,-2.0,-2.9,-0.9
COc1ccccc1NC(=O)C1=C(C)NC(=O)NC1c1ccc(C)s1 (configuration not stated),1.0,0.7,-1.5,-0.2,-3.5,0.8,-7.6,-2.4,-2.4,-9.6
COC(=O)CCCC(=O)N(C)CC1CCCN(CCc2ccccc2C)C1 (configuration not stated),3.5,-8.1,4.8,0.3,1.0,-8.0,-2.7,0.4,4.5,5.5
Cc1ccc(N=C2NC(=O)/C(=C/c3cccn3C)S2)c(C)c1,2.7,3.3,-32.6,0.5,-8.8,-7.3,5.7,0.7,-0.6,-10.5
Cc1cc(N/N=C/c2ccc(Cl)cc2)nc(NCc2ccccc2)n1,18.4,-8.7,-14.1,-0.8,0.3,2.9,-7.7,-0.7,-1.2,-2.8
CCc1c(-c2cccc(Cl)c2)ncn1Cc1cccc(-c2ccccc2)c1,3.6,6.6,-11.2,1.2,0.6,5.0,7.2,3.8,1.5,-2.9
N#Cc1ccccc1OCC(=O)NCc1ccccc1CN1CCCC1,-0.7,4.2,9.1,0.6,-10.1,0.5,2.3,1.4,-0.1,-20.9
COc1ccc2cc(C#N)c(SCC(=O)Nc3nonc3C)nc2c1,5.9,66.6*,7.4,1.1,-75.8,-4.1,-0.6,-46.8,-3.6,5.1
CC(C)OCCCNC(=O)COc1ccc2oc3c(c2c1)CCCC3,14.0,0.6,-5.0,0.6,-11.4,-1.7,-11.3,1.3,2.6,17.7

# Other results
SMILES,ARFGAP1 inh,NR1D1 modulator,sPLA2-III inh,KLK7 zymogen act,PLC-beta3 inh,Tn7 DDE FP,Tn6 DDE FP,PLC-gamma1 inh,UHRF1 binding,ASAP1 inh
COC(=O)/N=C(/Cc1ccc(OC)cc1)c1ccc(OC)cc1,3.8,3.1,-9.2,0.5,-4.0,-0.8,-3.7,-2.1,-1.2,1.0
CCC(C)Oc1ccc(C(=O)Nc2ccc(CN3CCOCC3)cc2)cc1 (configuration not stated),-2.4,-0.4,-0.6,-0.4,-3.0,-6.9,-6.9,3.2,3.0,5.2
COc1cc(C(=O)Nc2cccc(C(C)=O)c2)cc(OC)c1OC,2.5,-7.6,-1.9,0.4,1.5,-3.1,-5.0,0.8,1.7,-7.1
O=C(NCc1ccccc1)C1CCC1,-1.6,3.9,3.0,0.5,2.7,8.6,4.8,7.0,-3.9,5.5
Cc1cc(C)cc(NC(=S)Nc2ccc(Cl)c(Cl)c2)c1,2.6,-2.1,1.7,0.2,2.5,4.6,7.2,0.4,-0.2,2.2
CC(=O)Oc1ccc(/C=C(\NC(=O)c2cccc(Br)c2)C(=O)Nc2ccc(C(=O)O)cc2)cc1,-10.3,0.4,3.0,-0.3,-12.9,0.3,-4.4,-1.1,0.7,-0.3
Cc1csc2c(N3CCN(C(=O)NC(C)(C)C)CC3)ncnc12,5.8,7.4,7.6,-0.2,-5.5,2.4,-2.7,3.6,3.4,1.8
COC(=O)Cn1c(CCS(=O)(=O)c2ccc(C)c(C)c2)nc2ccccc21,1.0,-4.4,-3.8,0.9,3.1,-6.6,-7.6,3.4,-4.2,1.5
O=C(NC1CCCC1)C(c1ccc(N2CCOCC2)cc1)N(C(=O)c1ccco1)c1ccccc1F (configuration not stated),-8.9,-2.8,-5.6,0.2,3.6,4.1,-6.4,-1.9,-1.4,-2.3
COc1cc(NC(=O)c2ccc(S(=O)(=O)N(C)c3ccccc3OC)cc2)cc(OC)c1,6.7,-6.8,-23.4,0.3,1.5,-0.8,-0.2,2.7,-0.1,9.7
NCc1nc(-c2ccc(Cl)cc2)no1,6.0,0.8,-1.4,-0.3,-2.0,-0.7,-4.1,0.1,-5.8,20.3
CN(C)C(=O)C1Cc2ccccc2CN1S(=O)(=O)c1cccs1 (configuration not stated),6.5,0.2,-6.5,-0.4,-0.1,-0.3,2.3,1.3,-0.8,-1.6
COC(=O)CNC(c1ccccc1)c1cc(Br)ccc1NC(=O)CCN1CCOCC1 (configuration not stated),4.9,-1.2,-17.0,-0.5,-5.4,-5.3,-4.6,2.9,0.4,2.1
CC(C)(C)c1cc(C(=S)N2CCN(CCO)CC2)cc(C(C)(C)C)c1O,-4.4,0.1,7.6,0.3,3.6,-0.5,-6.0,3.9,0.2,-2.8
COC(=O)CCC(=O)c1ccn(S(=O)(=O)c2ccccc2)c1,14.1,-1.6,1.9,0.0,-5.2,-1.4,6.2,-1.8,1.8,7.0
CCNC(=S)NNC(=O)C(c1ccccc1)c1ccccc1,-3.4,1.9,10.5,0.1,2.5,4.7,2.9,0.2,-0.9,-6.4
CCOC(CNCc1cc(C)c2[nH]c3ccccc3c2c1C)OCC,-6.4,-1.7,-10.6,0.1,-2.8,1.4,7.8,-2.7,2.4,8.2
CCCCN(CC)C(=O)c1ccccc1Oc1ccccc1,2.3,0.6,-5.1,-0.3,3.0,7.3,-0.2,0.0,-2.9,3.1
CCN(CC)CCN(C(=O)c1ccc2ncsc2c1)c1nc2cc3c(cc2s1)OCO3,-7.0,3.9,9.5,-0.1,-30.7,1.6,-1.2,-18.3,1.3,-8.9
CN(Cc1ccccc1)C(=O)c1ccc2c(c1)NC(=O)C(N1CCOCC1)S2 (configuration not stated),1.0,-5.0,-4.7,-0.3,-5.3,1.2,11.0,-0.9,-0.6,3.5
CCCCCn1c(N2CCN(c3cccc(Cl)c3)CC2)nc2c1c(=O)[nH]c(=O)n2C,0.2,-3.0,2.9,-0.3,1.3,6.4,-7.1,2.1,0.1,-4.8
CN(CCN(C)C(C)(C)C)C(=O)C(c1ccccc1)c1ccccc1,-1.4,0.5,1.9,0.0,-4.7,-1.3,-3.9,3.2,1.9,3.1
CCc1cc(CNC(=O)CC2C(=O)NCCN2Cc2ccccc2C(F)(F)F)on1 (configuration not stated),10.6,-0.6,2.1,0.7,-10.1,2.0,-2.6,-6.4,8.4,-11.6
COc1ccc(S(=O)(=O)N2CCC(C(=O)Nc3cccc(C(C)=O)c3)CC2)cc1C,9.6,-5.0,-52.9,-0.7,-0.5,1.7,-3.0,-0.1,2.0,18.8
Cc1cccc(C(=O)NC2C(=O)NNC2c2ccc(Cl)cc2)c1 (configuration not stated),-11.0,0.2,-17.1,-0.7,1.8,1.4,-5.4,7.7,-6.5,4.7
Cc1nnc(SCC(=O)NC2CCCCC2)[nH]c1=O,-13.7,-2.1,-2.1,0.2,-5.2,-1.6,1.1,1.3,-1.7,5.0
CCC(C)NC(=O)c1ccccc1NC(=O)/C(=C/c1ccc(OC)cc1)c1ccccc1 (configuration not stated),19.5,0.4,11.8,-0.8,-6.7,-1.6,-9.2,-0.4,8.8,3.0
O=C(CCS(=O)(=O)c1ccccc1)Nc1ccc(-c2nc3ccccc3s2)c(O)c1,2.6,8.5,6.3,-57.8,-168.1,-5.6,2.2,-151.2,-1.4,-6.8

# 4 entries from above, with two lines to a compound:
# The line under a structure holds: ARFGAP1 inh, NR1D1 modulator, sPLA2-III inh, KLK7 zymogen act, PLC-beta3 inh, Tn7 DDE FP, Tn6 DDE FP, PLC-gamma1 inh, UHRF1 binding, ASAP1 inh
> Cc1cc(C)cc(NC(=S)Nc2ccc(Cl)c(Cl)c2)c1
 : 2.6, -2.1, 1.7, 0.2, 2.5, 4.6, 7.2, 0.4, -0.2, 2.2
> CC(=O)Oc1ccc(/C=C(\NC(=O)c2cccc(Br)c2)C(=O)Nc2ccc(C(=O)O)cc2)cc1
 : -10.3, 0.4, 3.0, -0.3, -12.9, 0.3, -4.4, -1.1, 0.7, -0.3
> COC(=O)CCC(=O)c1ccn(S(=O)(=O)c2ccccc2)c1
 : 14.1, -1.6, 1.9, 0.0, -5.2, -1.4, 6.2, -1.8, 1.8, 7.0
> CCC(C)NC(=O)c1ccccc1NC(=O)/C(=C/c1ccc(OC)cc1)c1ccccc1 (configuration not stated)
 : 19.5, 0.4, 11.8, -0.8, -6.7, -1.6, -9.2, -0.4, 8.8, 3.0

# Not a hit list; overall some 4.5% were active at least once.
